Keap1-Nrf2 PPI: inhibitors of human Keap1-Nrf2 protein-protein interaction | Keap1 Kelch-Nrf2 peptide fluorescence polarization, 1536-well | inhibition, % at 9.4 µM | 340,000 compounds, 0.15% hits | AID 504523; in the data active = inhibition above about 12%;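 note: human Keap1 Kelch domain with fluorescein labeled Nrf2 9mer peptide probe; 0% = neutral control wells and 100% = peptide positive control; higher means more block of Keap1 binding to Nrf2 peptide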
SR-BI DiI-HDL act: activators of SR-BI mediated HDL lipid uptake. activation, % at 12.5 µM. AID 504775. CHO ldlA[mSR-BI] cells, DiI-HDL uptake fluorescence, 3 h; 100 = double the neutral-control signal. 320,000 compounds, 0.096% hits;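 active = mean replicate activation of at least 60% and every replicate at or above 60%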;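 note: 0% = median plate neutral-control signal and 100% = twice that signal; values of inactives mirror those of a sister screen read the other way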
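Test system: SR-BI-overexpressing, LDLR-lacking CHO cells; Medium: Ham's F12 with 0.5% BSA, HEPES 25 mM, pH 7.4; Schedule: 3 h, 37 °C; Technique: bottom-read fluorescence, 550/595 nm.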
Cardiac RTF inh: cardiac RTF calcium desensitization; AID 493244; 340,000 compounds, 0.12% hits; P19429+P45379; inhibition, % at 7.15 µM; IANBD-labeled cardiac RTF, Ca2+ fluorescence;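 active = inhibition above the mean inhibition of all tested compounds plus 3 SD, cut at about 17% in these data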;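 note: assay run at fixed EC70 calcium of 1.6 mM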
PvdQ acylase: P. aeruginosa PvdQ acylase inhibition | purified PvdQ acylase, fluorescence plate reader | inhibition, % at 10 µM | 340,000 compounds, 0.063% hits | AID 488965; in the data active = inhibition above about 30%, passing the limit was not always enough;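 note: 0% = vehicle neutral wells and 100% = reference inhibitor wells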
Arrestin-AP2 inh: blocks beta-arrestin peptide binding to AP2 adaptin | FITC-arrestin peptide / GST-AP2 beads, flow cytometry; AP2 beta2 appendage carries R879A mutation | inhibition, % at 10 µM | 340,000 compounds, 0.31% hits | AID 504490;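 active = inhibition above a set limit, near 3 SD of compounds lacking own fluorescence, cut at about 54% in these data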;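 note: plate controls were DMSO wells for no effect and 5 µM unlabelled arrestin peptide for full effect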
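Test system: GST-tagged AP2 beta2-adaptin appendage (R879A) on 4 µm glutathione beads; also added: fluorescein-tagged arrestin peptide at 50 nM final; timing: 12 min plus 1 h, RT; signal: flow cytometry, FL1 (488/535 nm); read-out: percent drop in bead-associated FITC signal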
DAGLB inhibitor: diacylglycerol lipase beta (human) inhibition | HEK293T DAGLB membrane lysate, EnzChek fluorogenic substrate | inhibition, % at 5.17 µM | 340,000 compounds, 0.059% hits | AID 504411; in the data active = inhibition above about 34%;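 note: 0% = enzyme with vehicle and 100% = wells lacking enzyme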
C-LANA FP: KSHV C-LANA DNA binding inhibition. MBP-C-LANA/FAM-LBS DNA binding, fluorescence polarization. 340,000 compounds, 0.078% hits. inhibition, % at 9 µM. AID 504423;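 active = highest replicate inhibition at or above 60% at 9 µM, even if other replicates fall short; inactive = all replicates below 60% inhibition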;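 note: 0% = neutral control wells and 100% = 4 µM acridine orange control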
NSD2 HMT inh: inhibitors of human histone methyltransferase NSD2; NSD2 peptide methylation, AlphaScreen, 120 min; inhibition, % at 12.5 µM; 310,000 compounds, 0.54% hits; AID 743445; in the data active = inhibition above about 50%
PKA-R2B act: PKA-R2B complex activation; P22694+P31323; PKA-R2B holoenzyme dissociation, Cy5-IP20 fluorescence polarization; R2B truncated from residue 108, S112A mutant; 0% DMSO only, 100% 113 µM cGMP; activation, % at 11.4 µM; 340,000 compounds, 0.079% hits;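 active = activation above a cutoff set at the mean over all compounds plus 3 SD, cut at about 18% in these data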;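 note: higher means more holoenzyme dissociation and a rise in polarization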
Target sequence (P31323 whole entry, looked up, other chains not shown, the tested form may be a part): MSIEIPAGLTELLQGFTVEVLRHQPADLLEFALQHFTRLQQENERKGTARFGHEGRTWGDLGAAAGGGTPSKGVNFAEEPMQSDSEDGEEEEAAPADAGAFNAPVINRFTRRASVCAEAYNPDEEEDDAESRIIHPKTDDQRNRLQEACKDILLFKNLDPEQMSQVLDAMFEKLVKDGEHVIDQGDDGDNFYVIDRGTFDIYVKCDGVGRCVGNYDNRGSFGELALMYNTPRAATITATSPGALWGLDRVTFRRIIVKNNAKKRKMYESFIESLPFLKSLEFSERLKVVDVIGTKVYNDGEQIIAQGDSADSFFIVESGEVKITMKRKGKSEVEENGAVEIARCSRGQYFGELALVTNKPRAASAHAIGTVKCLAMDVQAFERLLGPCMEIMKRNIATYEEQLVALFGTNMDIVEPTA
SR-BI HDL uptake: mouse SR-BI HDL lipid transfer inhibition. 320,000 compounds, 0.96% hits. AID 488896. ldlA[mSR-BI] CHO cells, DiI-HDL uptake fluorescence, 3 h. inhibition, % at 12.5 µM. Q61009;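 active = mean replicate inhibition of at least 70% and a set share of replicates each scoring 70 or more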;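 note: 0% = median of neutral control wells and 100% = median of positive control wells; values of inactives mirror those of a sister screen read the other way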
Target sequence (Q61009 whole entry, looked up): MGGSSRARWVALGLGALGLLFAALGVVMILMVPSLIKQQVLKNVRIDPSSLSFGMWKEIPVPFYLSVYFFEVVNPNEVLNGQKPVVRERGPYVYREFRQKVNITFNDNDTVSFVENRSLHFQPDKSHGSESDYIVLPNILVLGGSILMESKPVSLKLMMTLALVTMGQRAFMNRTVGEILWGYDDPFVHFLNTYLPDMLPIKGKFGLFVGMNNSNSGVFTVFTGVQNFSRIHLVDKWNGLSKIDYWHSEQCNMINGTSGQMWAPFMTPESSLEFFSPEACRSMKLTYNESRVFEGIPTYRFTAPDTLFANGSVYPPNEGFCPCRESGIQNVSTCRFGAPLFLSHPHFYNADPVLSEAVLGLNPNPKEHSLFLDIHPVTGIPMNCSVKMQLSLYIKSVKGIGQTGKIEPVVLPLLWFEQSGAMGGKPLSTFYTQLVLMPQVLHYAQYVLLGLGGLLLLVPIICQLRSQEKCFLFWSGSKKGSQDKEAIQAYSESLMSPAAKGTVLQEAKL
* hit, by the source's call; x = no result given.

1	O=[N+]([O-])c1ccccc1S(=O)(=O)Nc1ccc(S(=O)(=O)N2CCCC2)cc1
2	Cc1ccc(S(=O)(=O)Nc2ccc3cn[nH]c3c2)cc1
3	CCOc1cc(C(C(=O)NCC2CCCO2)N(C(=O)Cn2nnc3ccccc32)c2ccc(OC)c(OC)c2)ccc1O (configuration not stated)
4	COc1ccc(N(C(=O)C(C)C)S(=O)(=O)c2ccc3ccccc3c2)cc1
5	CCN(CC)C(=O)Cn1c(C)c(/C=C/c2cc[n+](C)cc2)c2ccccc21
6	COc1cccc2sc(NC(=O)c3ccc(S(=O)(=O)N4CCOCC4)cc3)nc12

assay / entry,1,2,3,4,5,6
Keap1-Nrf2 PPI,2,1,-4,-2,-136,-6
SR-BI DiI-HDL act,16,11,4,-14,2,-16
Cardiac RTF inh,-12,1,-18,-9,-137,-15
PvdQ acylase,-6,-3,-10,-3,23,1
Arrestin-AP2 inh,24,-5,13,25,-3,2
DAGLB inhibitor,0,0,-3,-5,-19,4
C-LANA FP,-2.1,1.6,1.8,-2.4,x,0.1
NSD2 HMT inh,-1,-2,-4,-2,5,-1
PKA-R2B act,-9,-4,-1,6,-8,-6
SR-BI HDL uptake,-16,-11,-4,14,-2,16

Part of the list above with just SR-BI DiI-HDL act.
cpd	SMILES	SR-BI DiI-HDL act
2	Cc1ccc(S(=O)(=O)Nc2ccc3cn[nH]c3c2)cc1	11
1	O=[N+]([O-])c1ccccc1S(=O)(=O)Nc1ccc(S(=O)(=O)N2CCCC2)cc1	16
3	CCOc1cc(C(C(=O)NCC2CCCO2)N(C(=O)Cn2nnc3ccccc32)c2ccc(OC)c(OC)c2)ccc1O (configuration not stated)	4

(listing goes on)
7	Cn1ncc(Cl)c1C(=O)N1CCN(c2ncccn2)CC1
8	O=C(CNC(=O)c1ccccc1)c1ccccc1
9	COc1ccc(CCNC(=O)c2cn3ccc(C)cc3n2)cc1OC
10	CCN(CC)CCNC(=O)Cn1c(-c2ccccn2)nc2ccccc21
11	O=C(Nc1ccc(Br)cn1)c1cccc(S(=O)(=O)N2CCCC2)c1
12	Cc1cc(OCC(=O)OCC(=O)Nc2ccc(Cl)cn2)ccc1Cl

assay / entry,7,8,9,10,11,12
Keap1-Nrf2 PPI,2,-7,-1,-1,1,0
SR-BI DiI-HDL act,15,0,3,-1,-2,26
Cardiac RTF inh,5,-9,-3,-2,0,-6
PvdQ acylase,-11,-14,-6,-11,-6,-2
Arrestin-AP2 inh,x,-5,30,-7,-1,14
DAGLB inhibitor,2,0,4,-1,-1,-12
C-LANA FP,0.0,4.6,-1.0,0.0,1.4,-1.9
NSD2 HMT inh,-3,x,0,22,0,2
PKA-R2B act,3,2,4,2,-1,3
SR-BI HDL uptake,-15,0,-3,1,2,-26

13	O=C(CSc1nnc(CNC(=O)c2ccccc2)o1)NCc1ccccc1
14	COc1ccc(C)cc1NC(=O)CNC(c1ccccc1)c1ccc(C)cc1 (configuration not stated)
15	COCCNCCCCOc1ccccc1-c1ccccc1
16	CCc1cccc(NC(=O)C2CCN(S(=O)(=O)c3ccc4[nH]c(=O)ccc4c3)CC2)c1
17	CCN(CC(=O)Nc1ccc(NC(C)=O)cc1)C(=O)C1CC(=O)N(Cc2ccc(C)cc2)C1 (configuration not stated)
18	CCCCc1ccc(NC(=O)CSc2nc(=O)n3cc(C)ccc3n2)cc1

assay / entry,13,14,15,16,17,18
Keap1-Nrf2 PPI,-2,-3,-7,-5,-3,-2
SR-BI DiI-HDL act,33,-18,33,9,12,6
Cardiac RTF inh,2,-2,3,2,-12,6
PvdQ acylase,-12,-7,-11,0,19,2
Arrestin-AP2 inh,-8,-7,-3,2,-2,32
DAGLB inhibitor,1,-9,-1,-1,1,-3
C-LANA FP,1.2,-1.0,-0.3,0.2,-0.3,-0.8
NSD2 HMT inh,-6,2,3,x,1,-2
PKA-R2B act,-4,-6,2,9,-7,2
SR-BI HDL uptake,-33,18,-33,-9,-12,-6

Single entries from the entries so far.
no. 14 | Keap1-Nrf2 PPI: -3
no. 11 | C-LANA FP: 1.4
no. 2 | DAGLB inhibitor: 0

Carrying on.
19	O=C(Nc1ccc(Cl)cc1)c1ccc2c(c1)OCO2
20	COc1ccc(O)c(C(=O)c2cnc3onc(C)c3c2)c1
21	CCN(c1ccc(NC(=O)COC(=O)CCC(=O)c2ccc(F)cc2)cc1)C(C)C
22	CN1CCN(c2nc(-c3cccnc3)nc3scc(-c4ccccc4)c23)CC1
23	COc1ccc(NC(=O)CN(C)C(=O)C2CC(=O)N(c3ccc4c(c3)OCCO4)C2)cc1 (configuration not stated)
24	CC(=O)c1c(C)[nH]c(C(=O)OCC(=O)Nc2ccc3[nH]c(=O)[nH]c3c2)c1C

assay / entry,19,20,21,22,23,24
Keap1-Nrf2 PPI,-5,-1,-1,-5,-3,1
SR-BI DiI-HDL act,x,-24,9,6,-4,14
Cardiac RTF inh,-2,-4,2,2,-1,-6
PvdQ acylase,-8,-8,-11,-12,12,-14
Arrestin-AP2 inh,0,14,7,2,-1,-2
DAGLB inhibitor,-4,3,-2,-2,0,1
C-LANA FP,0.6,-1.6,2.1,0.1,1.1,-3.3
NSD2 HMT inh,-1,3,1,5,-2,3
PKA-R2B act,4,0,-3,2,-4,-5
SR-BI HDL uptake,x,24,-9,-6,4,-14

25	COc1ccc(S(=O)(=O)NCc2ccccc2Cl)cc1OC
26	CCOC(=O)/C(=C\c1ccc([N+](=O)[O-])cc1)C(=O)c1cc(C(C)=O)c(Nc2ccccc2)s1
27	COc1ccc(-c2cc3c(=O)n(CC(=O)N4CCCC4)ncn3n2)cc1
28	COc1ccc(-n2nc(C(=O)NCC(=O)NCc3ccc(F)cc3)c3ccccc3c2=O)cc1OC
29	COc1ccc(Cn2nnnc2C(c2cc(OC)ccc2OC)N2CCC(C(N)=O)CC2)cc1 (configuration not stated)
30	Fc1ccc2c(c1)C(c1ccc(N3CCOCC3)cc1)=NNC(c1cccs1)=N2

assay / entry,25,26,27,28,29,30
Keap1-Nrf2 PPI,-5,-2,-7,3,2,-4
SR-BI DiI-HDL act,-31,-81,3,-8,11,-65
Cardiac RTF inh,1,-4,-6,0,-3,-2
PvdQ acylase,-8,-5,-15,-4,-8,-10
Arrestin-AP2 inh,8,-6,-14,0,-7,1
DAGLB inhibitor,2,1,-7,-1,-1,6
C-LANA FP,-1.0,-1.8,-0.8,-2.3,0.1,1.9
NSD2 HMT inh,-1,-3,-1,x,5,3
PKA-R2B act,4,10,-4,5,7,-7
SR-BI HDL uptake,31,81*,-3,8,-11,65

31	COc1cccc(CNC(=O)c2ccc(COc3ccccc3)cc2)c1
32	C=CCN(Cc1nc(-c2cc(OC)c3c(c2)OCO3)oc1C)C1CCS(=O)(=O)C1 (configuration not stated)
33	CC(C)(C)c1ccc(C(=O)Nc2ccc(CC(=O)O)cc2)o1
34	Cc1cc(C)cc(NC(=O)CCCN2C(=O)C(c3ccccc3)Oc3cccnc32)c1 (configuration not stated)
35	Cn1c(NNC(=O)c2c(F)cccc2F)cc(=O)n(C)c1=O
36	Cc1cc(Cl)c(S(N)(=O)=O)cc1OCC(N)=O

assay / entry,31,32,33,34,35,36
Keap1-Nrf2 PPI,-7,-3,-5,-3,-5,3
SR-BI DiI-HDL act,-12,-28,6,-10,x,3
Cardiac RTF inh,-4,8,0,3,-3,-7
PvdQ acylase,8,-8,-11,-3,2,-10
Arrestin-AP2 inh,13,-1,5,-4,31,14
DAGLB inhibitor,-7,-2,-1,-5,-5,-6
C-LANA FP,-0.7,-0.9,-0.8,-0.3,-0.8,-1.3
NSD2 HMT inh,-1,1,6,6,62*,1
PKA-R2B act,3,-1,0,3,3,10
SR-BI HDL uptake,12,28,-6,10,x,-3

37	CCOc1ccc(N2C(=O)c3cccnc3C2Nc2ccc(F)cc2)cc1 (configuration not stated)
38	COc1ccc2nc(Cl)c(C3CC(c4ccco4)=NN3C(=O)CCCC(=O)O)cc2c1 (configuration not stated)
39	O=C(Nc1ccc(O)c2c(=O)cc(-c3cccc(Cl)c3)oc12)c1ccccc1Cl
40	CCOC(=O)CCCNC(=O)CCNC(=O)c1ccc(OCC(C)C)cc1
41	Cc1ccccc1C(=O)Nc1ccnn1C1CCN(Cc2cnn(C)c2)CC1
42	Cc1ccccc1N1C(=O)c2cccc([N+](=O)[O-])c2C1=O

assay / entry,37,38,39,40,41,42
Keap1-Nrf2 PPI,-6,4,2,-5,-3,-4
SR-BI DiI-HDL act,22,x,-38,x,0,-6
Cardiac RTF inh,-8,-2,-9,-5,-5,13
PvdQ acylase,-10,7,-9,-14,-6,-13
Arrestin-AP2 inh,-3,11,-1,3,-10,3
DAGLB inhibitor,1,2,-2,-3,2,1
C-LANA FP,0.3,0.3,0.9,2.0,0.0,2.1
NSD2 HMT inh,5,13,x,-5,-11,2
PKA-R2B act,4,-7,-8,-14,-10,-4
SR-BI HDL uptake,-22,x,38,x,0,6

43	CC(=O)NC(=S)Nc1cc(C(F)(F)F)ccc1N1CCOCC1
44	Cc1ccc(C(=O)C(C)OC(=O)Cn2cnc3c2c(=O)n(C)c(=O)n3C)cc1 (configuration not stated)
45	COc1ccc(OC)c(CCNC(=O)c2ccc3c(c2)N(Cc2ccccc2)CCS3)c1
46	CNC(C)C#Cc1ccc2c(=O)c3ccccc3oc2c1 (configuration not stated)
47	COc1ccc(C[C@H](N)C(=O)N[C@H]2[C@@H](O)[C@H](n3cnc4c(N(C)C)ncnc43)O[C@@H]2CO)cc1
48	Cn1ccnc1SCC(=O)NCC(=O)Nc1ccc(F)c(F)c1F
49	CC(=O)c1ccc(OCC(O)CN(C)CCOc2ccc(Br)cc2)cc1 (configuration not stated)

assay / entry,43,44,45,46,47,48,49
Keap1-Nrf2 PPI,0,-1,-1,-8,-3,-1,2
SR-BI DiI-HDL act,-4,23,-76,-4,8,-6,x
Cardiac RTF inh,-4,-1,-6,-8,7,-3,2
PvdQ acylase,-4,-4,-19,-14,7,-3,-5
Arrestin-AP2 inh,10,-2,16,9,15,-12,26
DAGLB inhibitor,-1,-1,-3,2,2,2,-1
C-LANA FP,-0.3,-0.4,-1.1,-2.9,-0.4,-2.7,-0.1
NSD2 HMT inh,2,-1,3,x,x,2,0
PKA-R2B act,-1,-8,2,-3,7,2,4
SR-BI HDL uptake,4,-23,76*,4,-8,6,x

Assay outcomes from PubChem BioAssay.
